NCI-60 one-dose screen, 48 h, at 10 µM unless noted. Numbers give growth in % (100 = growth as untreated, 0 = no growth, -100 = all killed).
786-0 – 786-0 renal cancer cells. hit rate 5.1% among 81,000. AID 1794775
A498 – A498 renal cancer cells | hit rate 5.4% among 76,000 | AID 1794774
CAKI-1 – CAKI-1 renal cancer; AID 1794772; hit rate 4.7% among 75,000
UO-31 – UO-31 renal cancer | hit rate 5.2% among 81,000 | AID 1794768
SN12C – SN12C renal cancer cells | hit rate 3.8% among 81,000
PC-3 – PC-3 prostate cancer cells; hit rate 3.9% among 80,000
TK-10 – TK-10 renal cancer cells; hit rate 3.9% among 81,000
ACHN – ACHN renal cancer; hit rate 4.9% among 81,000
RXF 393 – RXF 393 renal cancer cells. hit rate 6.9% among 77,000
An asterisk follows results filed as active; nt = not tested or not shown; & = joins results of further samples. How the source made its calls: active means growth percent below 10; inactive means the rest.

Assay codes: A = 786-0; B = A498; C = CAKI-1; D = UO-31; E = SN12C; F = PC-3; G = TK-10; H = ACHN; I = RXF 393
1: COC1=CC2ON(C(=O)c3ccccc3)C1C1C3(O)CCCc4cccc(c43)N3C(=O)COC213 (configuration not stated)
  A: 95.8	B: 95.8	C: nt	D: 86.8	E: 96.2	F: 95.2	G: 96.1	H: 103.5	I: 102.1

2: COCCOCCOCCOC(C)=O
  A: 90.6	B: 104.5	C: 91.8	D: 93.1	E: 100.5	F: 98.5	G: 89.9	H: 113.1	I: 101.2

3: CC(=O)N(C(C)=O)c1ccc(N=Nc2ccccc2C)cc1C
  A: 41.6	B: 85.3&75.1	C: 73.7&77.3	D: 43.3	E: 54.5&52.9	F: 61.8&81.8	G: 142.9&98.8	H: 93.7&93.9	I: 105.1&98.7

4: O=C(C[n+]1ccnc2ccccc21)c1ccc(O)c(O)c1
  A: 44.3	B: 87.7	C: 69.8	D: 40.3	E: 59.5	F: 44.7	G: 43.1	H: 17.8	I: 17.0

5: COc1ccc(-c2nc3c(c(C)nn3-c3ccc(F)cc3)c(=O)[nH]2)cc1
  A: 11.0	B: 70.8	C: nt	D: 52.1	E: 56.9	F: 78.1	G: 65.8	H: 6.3*	I: 82.8

6: COc1ccc(-c2n[nH]c(CN3N=C(C)CC3=O)n2)cc1
  A: 106.6	B: 84.9	C: 96.0	D: 67.9	E: 105.9	F: 95.9	G: 102.2	H: 104.9	I: 123.4

7: ClC1=NC2NN=C(c3cccc(Cl)c3)N2c2nc[nH]c21 (configuration not stated)
  A: 104.5	B: 99.9	C: 95.0	D: 84.9	E: 109.0	F: 85.5	G: 105.4	H: 93.0	I: 111.6

8: O=C1/C(=C/C=C/c2ccco2)SC(=S)N1CC(=S)C1CCS(=O)(=O)C1 (configuration not stated)
  A: 107.1	B: 147.8	C: 98.3	D: 95.0	E: 110.1	F: 100.4	G: 146.3	H: 109.2	I: 121.5

9: N#CCCNc1ccc(Nc2ccccc2)cc1
  A: 62.9	B: 71.2	C: 76.8	D: 81.5	E: 91.4	F: 56.6	G: 81.8	H: 26.7	I: 85.8

10: C=CCc1cc(Cl)ccc1OC(=O)Nc1cccc(Cl)c1
  A: 75.3	B: 123.2	C: 86.2	D: 84.9	E: 105.4	F: 86.4	G: 127.6	H: 91.1	I: 81.6

11: C#CC#CC#CC#CC#CC#CC#CC#CC[C@H]1OC[C@H](COC(=O)O[C@@H](C(=O)O[C@H]2C[C@@]3(O)[C@@H](OC(=O)c4ccccc4)[C@@H]4[C@]5(OC(C)=O)CO[C@@H]5C[C@H](O)[C@@]4(C)C(=O)[C@H](OC(C)=O)C(=C2C)C3(C)C)[C@@H](NC(=O)c2ccccc2)c2ccccc2)O1
  A: 83.5	B: 50.2	C: 77.1	D: 100.5	E: 46.5	F: 32.7	G: 102.0	H: 87.6	I: 43.0

12: COc1cc(/C=C/C(=O)Nc2cccnc2Nc2cc(OC)c(OC)c(OC)c2)cc(OC)c1OC
  A: 86.3	B: nt	C: 82.3	D: 89.8	E: 76.1	F: nt	G: 116.2	H: 96.5	I: 108.3

13: CC1(C)CCCC2=C1CC1C(=O)OC(=O)C1C2 (configuration not stated)
  A: 162.5	B: 95.8	C: 94.8	D: 88.1	E: 92.3	F: 99.9	G: 126.6	H: 111.4	I: 87.4

14: CSc1ccc(C(=O)Nc2ccc3nn(/C(C#N)=C/c4ccccn4)nc3c2)cc1
  A: -95.5*	B: 56.8	C: -42.9*	D: -100.0*	E: -45.5*	F: -28.0*	G: -96.7*	H: -96.0*	I: -94.6*

15: COc1ccc(OC)c(Nc2nc3nonc3nc2Nc2cc(OC)ccc2OC)c1
  A: -23.8*	B: 60.7	C: 53.0	D: 10.8	E: 32.3	F: 79.4	G: 36.1	H: -33.4*	I: 14.8

16: COc1cccc(NC(=O)Nc2ccc(Nc3ncnc4sc5c(c34)CCN(C(=O)OC(C)(C)C)C5)cc2)c1
  A: 101.2	B: 93.5	C: 91.9	D: 67.1	E: 88.8	F: 77.4	G: 107.2	H: 92.1	I: 88.7

17: CN(C)CCCOC(=O)c1cc2ccccc2s1
  A: 96.2	B: 77.6	C: 95.5	D: 76.4	E: 102.9	F: 92.2	G: 91.4	H: 96.2	I: 97.2

18: CS(=O)(=O)c1ccc(Nc2nc(N3CCC(O)CC3)nc3cc[nH]c(=O)c23)cc1
  A: 95.3	B: 109.7	C: 25.9	D: 54.0	E: 54.0	F: 93.3	G: 81.4	H: 54.6	I: 65.2

19: CCN1C2CCC1/C(=C\c1ccccc1)C(=O)/C2=C/c1ccccc1
  A: 57.2	B: 66.1	C: 81.8	D: 61.1	E: 55.4	F: 47.7	G: 84.6	H: 57.7	I: 48.9

20: O=[N+]([O-])c1cccc(F)c1O
  A: 101.7	B: 104.8	C: 92.8	D: 103.9	E: 98.2	F: 84.7	G: 103.0	H: 103.4	I: 89.7

21: CC1=C(C)C[C@]2(Cc3ccccc3C2=O)S(=O)C1 (some centres not stated)
  A: 102.5	B: 102.3	C: 102.3	D: 56.6	E: 80.4	F: 39.3	G: 107.2	H: 64.2	I: 96.4

22: FC(F)(F)c1ccc2c(c1)Sc1ccccc1N2
  A: 89.6	B: 80.7	C: 82.0	D: 73.6	E: 100.2	F: 93.9	G: 100.7	H: 100.6	I: 96.6

23: Cc1cc(C)c([N+](=O)[O-])c([N+](=O)[O-])c1C
  A: 103.4	B: 102.9	C: 112.2	D: 81.4	E: 109.0	F: 105.6	G: 94.1	H: 110.9	I: nt

24: O=[N+]([O-])c1cccc2[nH]ncc12
  A: 106.6	B: 119.3	C: 92.5	D: 61.5	E: 100.6	F: 97.0	G: 114.6	H: 101.5	I: 115.5

25: CC(=O)c1nn(-c2ccc(Cl)cc2)cc1C(=O)c1cc2c(ccc3ccccc32)oc1=O
  A: 106.7	B: 98.5	C: nt	D: 74.2	E: 95.8	F: 98.5	G: 172.0	H: 104.7	I: 111.4

26: CC(=O)N1N=C(c2cccc(Nc3ccncc3)c2)CC1c1ccc(F)cc1 (configuration not stated)
  A: 85.3	B: 92.9	C: 75.9	D: 84.5	E: 96.2	F: 89.9	G: 101.4	H: 101.2	I: nt

27: CCC1=CC2=NCC(C)C(=O)N2C=C1 (configuration not stated)
  A: 99.7	B: 95.4	C: nt	D: 74.7	E: 99.7	F: 88.0	G: 102.1	H: 107.4	I: 105.5

28: CC(C)[C@@H](NS(=O)(=O)N(c1cccc(F)c1)C1CCN(Cc2ccc(O)cc2)CC1)C(=O)O
  A: 90.3	B: 85.3	C: 115.0	D: 82.6	E: 98.2	F: 97.4	G: 179.3	H: 96.5	I: 81.0

29: Cc1ccc(C)c(CC#N)c1
  A: 101.5	B: 84.5	C: 97.5	D: 92.0	E: 106.3	F: 90.8	G: 122.0	H: 114.2	I: 101.2

30: Cc1ccc(C2=NN3C(C2)c2ccccc2OC3c2cccnc2)cc1 (configuration not stated)
  A: 103.9	B: 100.7	C: 71.2	D: 64.6	E: 98.9	F: 86.2	G: 114.9	H: 91.9	I: 113.8

31: CC[C@@H](C)[C@H](NC(=O)Cn1cc(CNC(=O)[C@@H](NC(=O)OCc2ccccc2)C(C)C)nn1)C(=O)OC
  A: 103.2	B: 104.8	C: 104.2	D: 94.7	E: 98.7	F: 107.1	G: 106.4	H: nt	I: 108.9

32: S=C1NCN(CC2CC2)CN1
  A: 101.2&102.0	B: 115.8&103.2	C: 95.2&96.7	D: 93.7&97.0	E: 101.5&108.7	F: 100.9&93.0	G: 101.4&98.7	H: 109.5&98.4	I: 112.3&105.8

33: Cc1ccc(CCO)cc1
  A: 97.5	B: 103.0	C: 98.1	D: 91.8	E: 96.2	F: 108.5	G: 93.0	H: 106.6	I: 105.8

34: CCN1CCN(c2cc(C)nc(NCc3cc(Nc4ccnc5cc(Cl)ccc45)ccc3F)n2)CC1
  A: 85.0	B: 36.2	C: 87.8	D: 69.1	E: 64.3	F: 57.6	G: 99.8	H: 34.9	I: 58.5

35: CC1CCCN1Cc1nc2ccc(NC(=O)c3ccc(-c4ccncc4)cc3)cc2[nH]1 (configuration not stated)
  A: 83.2	B: 89.2	C: 99.2	D: 82.0	E: 104.2	F: 93.9	G: 110.5	H: 94.3	I: 95.7

36: CCCCNC(=O)Oc1ccc(/C(=C(\C)c2ccccc2)c2ccc(OCCN3CCCCC3)cc2)cc1
  A: 27.1	B: nt	C: 46.9	D: 40.4	E: 70.7	F: 55.3	G: 85.3	H: 90.1	I: 53.2

37: CCCCCCCC(=O)Nc1cc2c3c(c1)CCC(=O)N3CCC2
  A: 96.8	B: 60.3	C: 92.2	D: 88.7	E: 98.3	F: 86.5	G: 108.4	H: 90.1	I: 99.9

Part of the list above, reformatted.
Second line of a record: 786-0 | A498 | CAKI-1 | UO-31 | SN12C | PC-3 | TK-10 | ACHN | RXF 393
(26) CC(=O)N1N=C(c2cccc(Nc3ccncc3)c2)CC1c1ccc(F)cc1 (configuration not stated)
  85.3 | 92.9 | 75.9 | 84.5 | 96.2 | 89.9 | 101.4 | 101.2 | nt
(27) CCC1=CC2=NCC(C)C(=O)N2C=C1 (configuration not stated)
  99.7 | 95.4 | nt | 74.7 | 99.7 | 88.0 | 102.1 | 107.4 | 105.5
(28) CC(C)[C@@H](NS(=O)(=O)N(c1cccc(F)c1)C1CCN(Cc2ccc(O)cc2)CC1)C(=O)O
  90.3 | 85.3 | 115.0 | 82.6 | 98.2 | 97.4 | 179.3 | 96.5 | 81.0
(29) Cc1ccc(C)c(CC#N)c1
  101.5 | 84.5 | 97.5 | 92.0 | 106.3 | 90.8 | 122.0 | 114.2 | 101.2
(30) Cc1ccc(C2=NN3C(C2)c2ccccc2OC3c2cccnc2)cc1 (configuration not stated)
  103.9 | 100.7 | 71.2 | 64.6 | 98.9 | 86.2 | 114.9 | 91.9 | 113.8
(31) CC[C@@H](C)[C@H](NC(=O)Cn1cc(CNC(=O)[C@@H](NC(=O)OCc2ccccc2)C(C)C)nn1)C(=O)OC
  103.2 | 104.8 | 104.2 | 94.7 | 98.7 | 107.1 | 106.4 | nt | 108.9
(32) S=C1NCN(CC2CC2)CN1
  101.2&102.0 | 115.8&103.2 | 95.2&96.7 | 93.7&97.0 | 101.5&108.7 | 100.9&93.0 | 101.4&98.7 | 109.5&98.4 | 112.3&105.8
(33) Cc1ccc(CCO)cc1
  97.5 | 103.0 | 98.1 | 91.8 | 96.2 | 108.5 | 93.0 | 106.6 | 105.8

Screens deposited in PubChem by NCI.
